Screening results (PubChem BioAssay)
GPR35 antagonists = GPR35 antagonists blocking zaprinast-driven arrestin recruitment, primary screen, imaging, U2OS, beta-arrestin-GFP, zaprinast agonist (AID 2058); G-protein coupled receptor 35 (Homo sapiens); U2OS GPR35 beta-arrestin-GFP translocation imaging, zaprinast antagonism; higher % means a stronger effect; inhibition, % at 10 µM, or IC50 in µM where a hit was titrated; 290,000 tested, 0.052% active;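 active = inhibition of at least 50% with at least 30 cells and total cytoplasm GFP at most 10,000,000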
NTR1 agonist = agonists of NTR1, primary screen, imaging, U2OS cells, beta-arrestin-GFP, high content (AID 493036); NTR1-U2OS beta-arrestin-GFP spot imaging, agonist mode; activation, % at 20 µM; 330,000 tested, 0.17% active;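 active = activation at or above 40% of the spot to cytoplasm intensity ratio, with at least 20 cells analyzed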;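 note: 0% = DMSO without peptide and 100% = 100 nM NTR1 peptide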
Target sequence (P30989 whole entry, looked up): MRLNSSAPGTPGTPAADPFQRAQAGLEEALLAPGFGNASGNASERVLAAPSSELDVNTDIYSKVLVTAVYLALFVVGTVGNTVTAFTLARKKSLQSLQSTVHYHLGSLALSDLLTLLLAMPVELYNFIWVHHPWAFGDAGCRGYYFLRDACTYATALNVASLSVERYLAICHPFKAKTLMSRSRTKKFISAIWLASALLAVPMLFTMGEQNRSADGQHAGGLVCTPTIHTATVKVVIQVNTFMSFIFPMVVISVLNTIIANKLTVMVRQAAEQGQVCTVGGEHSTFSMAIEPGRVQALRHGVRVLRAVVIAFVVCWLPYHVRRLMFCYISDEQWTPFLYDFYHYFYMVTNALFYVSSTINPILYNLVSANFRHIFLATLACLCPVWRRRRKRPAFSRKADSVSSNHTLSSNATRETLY
GPR55 activation = GPR55 agonists via beta-arrestin recruitment, primary screen, imaging, U2OS cells, beta-arrestin-GFP redistribution (AID 1961) | U2OS GPR55 beta-arrestin-GFP redistribution imaging; higher % means a stronger effect | activation, % at 10 µM; hits with a dose series show EC50 in µM | G-protein coupled receptor 55 (Homo sapiens) | 290,000 tested, 0.048% active;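 active = activation above 40% with more than 50 cells counted in the well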;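 note: U2OS osteosarcoma cells stably expressing GPR55 and beta-arrestin-GFP; plate controls were DMSO negative control for no effect and LPI positive control for full effect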
KOR beta-arrestin-1 = KOR antagonists, beta-arrestin recruitment, cell-based, luminescence, uHTS (AID 1778); KOR beta-arrestin recruitment, luminescence, antagonist mode; higher % means a stronger effect; inhibition, % at 10 µM, or IC50 in µM where a hit was titrated; 290,000 tested, 0.091% active; in the data active = inhibition above about 50%; note: strong numbers were not always called active
KOR beta-arrestin-2 = KOR agonists, beta-arrestin recruitment, primary screen, cell-based, luminescence, uHTS (AID 1777); KOR beta-arrestin recruitment, luminescence; higher % means a stronger effect; 280,000 tested, 0.02% active; Kappa-type opioid receptor (Homo sapiens); activation, % at 10 µM, or EC50 in µM where a hit was titrated; in the data active = activation above about 50%, passing the limit was not always enough; note: a part of the inactive calls stands beside numbers as strong as those of hits
NOD1 NF-kB reporter = NOD1 signaling inhibitors, primary screen, cell-based, luminescence, uHTS (AID 1578). 290,000 tested, 1% active. inhibition, % at 4 µM, or EC50 in µM where a hit was titrated. NOD1-driven NF-kB luciferase reporter cells, luminescence; higher % means a stronger effect; in the data active = inhibition mostly above about 36%, no sharp cut-off; inactive = mostly below about 34%;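 note: HEK-293T reporter cells stimulated with the NOD1 agonist gamma-tri-DAP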
UTI89 phage lysis = inhibition of K1F phage lysis, E. coli UTI89, bacterial capsule biogenesis inhibitors, alamar blue (AID 488966); E. coli UTI89 K1F phage lysis, alamar blue, 2 h; higher % means a stronger effect; 340,000 tested, 0.02% active; inhibition, % at 100 µM, or IC50 in µM where a hit was titrated;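 active = phage lysis inhibition, versus mean bacterial control, above a set limit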;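 note: capsule biogenesis inhibitors block K1F phage lysis so surviving cells raise fluorescence; higher fluorescence means more inhibition of phage lysis; actives were called in the ten point dose series up to 300 µM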
Rac1 GTP hydrolysis = MgcRacGAP GTPase-activating activity inhibitors, confirmation, biochemical, ADP Hunter fluorescence. Rac GTPase-activating protein 1 (Homo sapiens). MgcRacGAP-stimulated Rac1 GTP hydrolysis, ADP Hunter fluorescence; higher % means a stronger effect; GST-tagged Rac1 F28L mutant substrate. inhibition, % at 30 µM, or IC50 in µM where a hit was titrated. 340,000 tested, 0.6% active. AID 624330, 2012;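 active = first-screen hits whose inhibition reached a set limit at any dose in the follow-up dose series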;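 note: fluorescence reports GDP produced by GAP-driven GTP hydrolysis; strong numbers were not always called active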
GPR55 LPI antagonism = GPR55 antagonists blocking LPI-driven arrestin recruitment, primary screen, imaging, U2OS, beta-arrestin-GFP, LPI agonist (AID 2013); G-protein coupled receptor 55 (Homo sapiens); U2OS GPR55 beta-arrestin-GFP translocation imaging, LPI antagonism; higher % means a stronger effect; one-dose inhibition, % at 10 µM; IC50 in µM for titrated hits; 290,000 tested, 0.13% active;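 active = spots per cell inhibited over 60%, with over 100 cells counted and total cytoplasm intensity under 500,000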;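 note: U2OS cells stably carrying GPR55 and arrestin-GFP stimulated by 5 µM LPI near EC80; imaged beta-arrestin-GFP aggregate spots per cell after agonist stimulation; plate controls were LPI-stimulated DMSO wells for no effect and DMSO wells without LPI for full effect; some results filed as inactive read as strong as hits; confirmed hits need IC50 under 10 µM and bright autofluorescent wells are also inconclusive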
NTR1 agonist cell count 20 µM = recorded beside NTR1 agonist, whose call it bears; cell count; measured here: cell count, cytotoxicity flag
An asterisk follows results filed as active; [ ] = another dose, or the depositor's remark. A portion of the library. The share of hits here may be higher or lower than overall.

For COc1ccc(-c2nc(CS(=O)CC(=O)NCc3ccc(Cl)cc3)c(C)o2)cc1 (stereo not drawn) the results were GPR35 antagonists 2%, NTR1 agonist 2.7, GPR55 activation -0.1%, KOR beta-arrestin-1 -23%, KOR beta-arrestin-2 0.8%, NOD1 NF-kB reporter -6%, UTI89 phage lysis 1.4%, Rac1 GTP hydrolysis 11%, GPR55 LPI antagonism -3% and NTR1 agonist cell count 20 µM 95.
COc1ccc(N2CCN(C3CCN(S(=O)(=O)c4ccc(F)cc4)CC3)CC2)cc1 was read as GPR35 antagonists -10%, NTR1 agonist 0.7, GPR55 activation 0.9%, KOR beta-arrestin-1 -19%[20 µM], KOR beta-arrestin-2 2.5%, NOD1 NF-kB reporter -9%, UTI89 phage lysis 4.5%, Rac1 GTP hydrolysis 14%, GPR55 LPI antagonism -3% and NTR1 agonist cell count 20 µM 54.
Screening CCCCCc1c(O)nc(SCCN2CCOCC2)[nH]c1=O returned GPR35 antagonists 20%, NTR1 agonist -0.4, GPR55 activation 0.9%, KOR beta-arrestin-1 -10%[20 µM], NOD1 NF-kB reporter -24%, UTI89 phage lysis 0.3%, Rac1 GTP hydrolysis 3%, GPR55 LPI antagonism -16% and NTR1 agonist cell count 20 µM 37.
CCOC(=O)C1CCCN(C2CC(=O)N(c3ccc(C)cc3)C2=O)C1 (stereo not drawn) was read as GPR35 antagonists -8%, NTR1 agonist -1.3, GPR55 activation -0.1%, KOR beta-arrestin-1 7%, KOR beta-arrestin-2 2.7%, NOD1 NF-kB reporter -9%, UTI89 phage lysis 3.0%, Rac1 GTP hydrolysis 0%, GPR55 LPI antagonism 12% and NTR1 agonist cell count 20 µM 37.
For COc1ccc(-c2cc(C)no2)cc1S(=O)(=O)N1CCCCC1 the results were GPR35 antagonists 43%, NTR1 agonist 0.5, GPR55 activation -0.2%, KOR beta-arrestin-1 -35%, KOR beta-arrestin-2 -4.9%, NOD1 NF-kB reporter -26%, UTI89 phage lysis -0.2%, Rac1 GTP hydrolysis -9%, GPR55 LPI antagonism 9% and NTR1 agonist cell count 20 µM 64.
`CCOc1ccc(CN2CCNC(=O)C2CC(=O)NC2CCCCCC2)cc1` (stereo not drawn) gave GPR35 antagonists -3%, NTR1 agonist 1.9, GPR55 activation -0.1%, KOR beta-arrestin-1 17%, KOR beta-arrestin-2 -1.7%, NOD1 NF-kB reporter -20%, UTI89 phage lysis 1.4%[50 µM], Rac1 GTP hydrolysis 6%, GPR55 LPI antagonism 54% and NTR1 agonist cell count 20 µM 50.
For O=C(NCc1ccc(/C=N\NC(=O)C(=O)Nc2ccccc2Br)o1)C(=O)Nc1ccccc1 the results were GPR35 antagonists 6%, NTR1 agonist 1.0, GPR55 activation 0.2%, KOR beta-arrestin-1 -19%, KOR beta-arrestin-2 0.9%, NOD1 NF-kB reporter -28%, UTI89 phage lysis -1.5%, Rac1 GTP hydrolysis -4%, GPR55 LPI antagonism 18% and NTR1 agonist cell count 20 µM 55.
`COC(=O)c1nnn(-c2cccc(Cl)c2)c1C(=O)OC` gave GPR35 antagonists -5%, NTR1 agonist 0.3, GPR55 activation -0.1%, KOR beta-arrestin-1 -5%, KOR beta-arrestin-2 2.5%, NOD1 NF-kB reporter 0%, UTI89 phage lysis -1.2%, Rac1 GTP hydrolysis 8%, GPR55 LPI antagonism 7% and NTR1 agonist cell count 20 µM 50.
For O=C(N=C1SC2CS(=O)(=O)CC2N1c1ccc(F)c(Cl)c1)C1CCCO1 (stereo not drawn) the results were GPR35 antagonists -10%, NTR1 agonist -0.2, GPR55 activation -0.2%, KOR beta-arrestin-1 -6%, KOR beta-arrestin-2 -5.4%, NOD1 NF-kB reporter -24%, UTI89 phage lysis 0.2%, Rac1 GTP hydrolysis 1%, GPR55 LPI antagonism 10% and NTR1 agonist cell count 20 µM 74.
For Cc1ccsc1C(=O)Nc1cc(C(C)(C)C)nn1-c1ccccc1 the results were GPR35 antagonists -8%, NTR1 agonist -0.6, GPR55 activation 0.0%, KOR beta-arrestin-1 2%, KOR beta-arrestin-2 -3.8%, NOD1 NF-kB reporter -4%, UTI89 phage lysis -0.3%, Rac1 GTP hydrolysis 7%, GPR55 LPI antagonism -5% and NTR1 agonist cell count 20 µM 59.
`Cc1sc(NC(=O)c2cc(-c3ccc(Cl)cc3)nc3ccccc23)c(C(N)=O)c1C` gave GPR35 antagonists 11%, NTR1 agonist 4.1, GPR55 activation -0.3%, KOR beta-arrestin-1 1%, KOR beta-arrestin-2 -3.3%, NOD1 NF-kB reporter -4%, UTI89 phage lysis 0.0%, Rac1 GTP hydrolysis 11%, GPR55 LPI antagonism 29% and NTR1 agonist cell count 20 µM 50.
`COc1ccc(CCNC(=O)/C=C/c2ccco2)cc1` gave GPR35 antagonists 2%, NTR1 agonist 1.4, GPR55 activation -0.1%, KOR beta-arrestin-1 -71%[20 µM], KOR beta-arrestin-2 -2.0%, NOD1 NF-kB reporter -21%, UTI89 phage lysis -1.4%, Rac1 GTP hydrolysis 17%, GPR55 LPI antagonism 6% and NTR1 agonist cell count 20 µM 51.
`Cc1ccc(NC(=O)CSc2ncn[nH]2)cc1` gave GPR35 antagonists 2%, NTR1 agonist -0.9, GPR55 activation -1.0%, KOR beta-arrestin-1 -4%, KOR beta-arrestin-2 4.7%, NOD1 NF-kB reporter -6%, UTI89 phage lysis -0.2%, Rac1 GTP hydrolysis 1%, GPR55 LPI antagonism 1% and NTR1 agonist cell count 20 µM 86.
Cc1cc(C)nc(SCC(=O)Nc2nc(-c3ccccc3)c(-c3ccccc3)o2)n1 was read as GPR35 antagonists -12%, NTR1 agonist 6.0, GPR55 activation -0.3%, KOR beta-arrestin-1 19%, KOR beta-arrestin-2 -1.5%, NOD1 NF-kB reporter -18%, UTI89 phage lysis 0.1%, Rac1 GTP hydrolysis 10%, GPR55 LPI antagonism -10% and NTR1 agonist cell count 20 µM 54.
O=C(c1ccc(CS(=O)(=O)Cc2ccc(Cl)cc2)o1)N1CCCC1 was read as GPR35 antagonists 17%, NTR1 agonist 3.0, GPR55 activation 0.2%, KOR beta-arrestin-1 1%, KOR beta-arrestin-2 2.3%, NOD1 NF-kB reporter -8%, UTI89 phage lysis 7.0%, Rac1 GTP hydrolysis 9%, GPR55 LPI antagonism 38% and NTR1 agonist cell count 20 µM 63.
For C=CCn1c(SCC(=O)Nc2ccc(-c3nc4ccc(C)cc4s3)cc2)nnc1-c1ccccc1 the results were GPR35 antagonists 4%, GPR55 activation 0.2%, KOR beta-arrestin-1 -92%, KOR beta-arrestin-2 15%, NOD1 NF-kB reporter -49%, UTI89 phage lysis 0.4%[50 µM], Rac1 GTP hydrolysis 8% and GPR55 LPI antagonism 6%.
CCN1CCN(CCC(=O)Nc2cc(OC)ccc2OC)CC1 was read as GPR35 antagonists -4%, NTR1 agonist 0.4, GPR55 activation -0.2%, KOR beta-arrestin-1 -27%[20 µM], KOR beta-arrestin-2 11%, NOD1 NF-kB reporter 0%, UTI89 phage lysis -0.2%, Rac1 GTP hydrolysis -1%, GPR55 LPI antagonism 0% and NTR1 agonist cell count 20 µM 54.
Screening CC(=O)Nc1ccc(S(=O)(=O)Oc2cccc(/C=C3\SC(N)=NC3=O)c2)cc1 returned GPR35 antagonists 1%, NTR1 agonist 20, GPR55 activation 0.1%, KOR beta-arrestin-1 -2%, KOR beta-arrestin-2 -3.2%, NOD1 NF-kB reporter 16%, UTI89 phage lysis -1.3%, Rac1 GTP hydrolysis 4%, GPR55 LPI antagonism 21% and NTR1 agonist cell count 20 µM 44.
COc1ccc(-c2nnc(SC(C)C(=O)NNC(=O)c3ccc(C)cc3)o2)cc1 (stereo not drawn) was read as GPR35 antagonists -20%, NTR1 agonist -0.6, GPR55 activation 0.1%, KOR beta-arrestin-1 -23%, KOR beta-arrestin-2 2.7%, NOD1 NF-kB reporter 18%, UTI89 phage lysis 2.9%, Rac1 GTP hydrolysis 5%, GPR55 LPI antagonism -22% and NTR1 agonist cell count 20 µM 51.
O=C(NNC(=O)c1cnccn1)c1ccc(Cl)c(Cl)c1 was read as GPR35 antagonists 4%, NTR1 agonist -0.6, GPR55 activation -0.1%, KOR beta-arrestin-1 -3%, KOR beta-arrestin-2 1.5%, NOD1 NF-kB reporter 3%, UTI89 phage lysis 1.1%[50 µM], Rac1 GTP hydrolysis 4%, GPR55 LPI antagonism 2% and NTR1 agonist cell count 20 µM 58.
CC(C)[C@H](NC(=O)C1CCN(S(=O)(=O)c2ccccc2)CC1)C(=O)NCc1ccccn1 was read as GPR35 antagonists -6%, NTR1 agonist 0.7, GPR55 activation -0.1%, KOR beta-arrestin-1 -9%, KOR beta-arrestin-2 1.8%, NOD1 NF-kB reporter -25%, UTI89 phage lysis 0.1%, Rac1 GTP hydrolysis 10%, GPR55 LPI antagonism 22% and NTR1 agonist cell count 20 µM 66.
`COCCC(=O)N1CCC(Oc2ccc(C(=O)N3CCCCC3COC)cc2)CC1` (stereo not drawn) gave GPR35 antagonists -12%, NTR1 agonist 0.4, GPR55 activation 0.6%, KOR beta-arrestin-1 -26%, KOR beta-arrestin-2 -1.9%, NOD1 NF-kB reporter -30%, UTI89 phage lysis 0.3%, Rac1 GTP hydrolysis 6%, GPR55 LPI antagonism -6% and NTR1 agonist cell count 20 µM 68.
CN(Cc1ccccc1)C(=O)c1cccc(C(=O)N(C)Cc2ccccc2)c1 was read as GPR35 antagonists -3%, NTR1 agonist 0.9, GPR55 activation -0.1%, KOR beta-arrestin-1 1%, KOR beta-arrestin-2 -5.5%, NOD1 NF-kB reporter -5%, UTI89 phage lysis 0.0%, Rac1 GTP hydrolysis 7%, GPR55 LPI antagonism 7% and NTR1 agonist cell count 20 µM 83.
